mIAP block: mouse IAP inhibition. 0.2% of 330,000 active. AID 2806. inhibition, % at 10 µM. purified mouse IAP, CDP-Star luminescence, 30 min;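 active = inhibition of at least 40% at 10 µM in the primary screen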;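 note: plate controls were DMSO with enzyme for no effect and no enzyme wells for full effect; values of inactives mirror those of a sister screen read the other way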
mIAP activ: mouse IAP activation; muIAP, CDP-Star luminescence, 30 min; active compounds read high; 1 = vehicle-only enzyme signal, 0 = enzyme-free wells; activation factor at 10 µM; 0.24% of 330,000 active;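 active = activation factor of at least 2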; note: the source names both 10 and 20 µM as test concentration; values of inactives mirror those of a sister screen read the other way
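also added = chemiluminescent substrate CDP-Star | test system = mouse IAP enzyme | signal = chemiluminescence readout | compound = DMSO-dissolved test compounds | incubation = 30 min at room temperature | benchmarks = DMSO wells, no-enzyme wells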
hIAP block: human IAP inhibition; P09923; purified IAP, CDP-Star luminescence, 30 min; inhibition, % at 10 µM; 0.12% of 330,000 active;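 active = inhibition reaching a set limit with compound at 10 µM in the primary screen, cut at about 35% in these data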;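 note: plate controls were DMSO wells with enzyme for no effect and no-enzyme buffer wells for full effect; values of inactives mirror those of a sister screen read the other way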
Target sequence (P09923 whole entry, looked up): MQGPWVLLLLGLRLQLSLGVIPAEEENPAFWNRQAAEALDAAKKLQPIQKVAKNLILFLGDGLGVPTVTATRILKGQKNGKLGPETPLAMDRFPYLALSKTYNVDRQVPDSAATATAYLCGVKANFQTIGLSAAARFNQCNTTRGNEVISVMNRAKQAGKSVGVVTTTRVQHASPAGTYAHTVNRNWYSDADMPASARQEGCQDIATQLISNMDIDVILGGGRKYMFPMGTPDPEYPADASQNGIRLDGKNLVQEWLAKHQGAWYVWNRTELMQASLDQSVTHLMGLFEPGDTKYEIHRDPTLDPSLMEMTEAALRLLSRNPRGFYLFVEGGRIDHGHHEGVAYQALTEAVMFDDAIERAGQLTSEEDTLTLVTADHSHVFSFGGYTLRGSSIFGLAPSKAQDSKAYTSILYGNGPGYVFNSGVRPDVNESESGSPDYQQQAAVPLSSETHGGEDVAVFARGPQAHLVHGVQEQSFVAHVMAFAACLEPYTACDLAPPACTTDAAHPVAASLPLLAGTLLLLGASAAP
hIAP act: human IAP activation. purified human IAP, CDP-Star luminescence, 30 min; active compounds read high; 1 = vehicle-only enzyme, 0 = enzyme-free background. 0.16% of 330,000 active. P09923. activation factor at 10 µM;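 active = activation factor of the enzyme at least 2-fold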; note: the source names both 10 and 20 µM as test concentration; values of inactives mirror those of a sister screen read the other way
NALP3 yeast inh: inhibitors of NALP3 inflammasome in yeast; AID 2825; inhibition, % at 10 µM; Yeast reconstituted NLRP3/ASC/caspase-1, beta-gal luminescence, 24 h; 0.39% of 330,000 active;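 active = inhibition of 50% or more; inactive = inhibition below 50%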;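 note: plate controls were induced DMSO wells for no effect and uninduced yeast grown without galactose for full effect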
TIM10 inh: TIM10 yeast growth inhibition. S. cerevisiae TIM10 strain growth, BacTiter-Glo luminescence, 24 h. inhibition, % at 10 µM. 1.4% of 330,000 active;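 active = inhibition of 40% or more at the single tested concentration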;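 note: wild-type TIM10 isogenic control strain grown at permissive 25 °C; 0% = DMSO yeast wells and 100% = minimal medium wells without yeast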
ATG4B inhibitor: blocks human ATG4B protease cleavage of LC3 substrate. ATG4B cleavage of LC3-PLA2, NBD-HPC fluorescence, 1 h. inhibition, % at 8.33 µM. 0.51% of 340,000 active; in the data active = inhibition above about 40%
Target sequence (Q9Y4P1 whole entry, looked up): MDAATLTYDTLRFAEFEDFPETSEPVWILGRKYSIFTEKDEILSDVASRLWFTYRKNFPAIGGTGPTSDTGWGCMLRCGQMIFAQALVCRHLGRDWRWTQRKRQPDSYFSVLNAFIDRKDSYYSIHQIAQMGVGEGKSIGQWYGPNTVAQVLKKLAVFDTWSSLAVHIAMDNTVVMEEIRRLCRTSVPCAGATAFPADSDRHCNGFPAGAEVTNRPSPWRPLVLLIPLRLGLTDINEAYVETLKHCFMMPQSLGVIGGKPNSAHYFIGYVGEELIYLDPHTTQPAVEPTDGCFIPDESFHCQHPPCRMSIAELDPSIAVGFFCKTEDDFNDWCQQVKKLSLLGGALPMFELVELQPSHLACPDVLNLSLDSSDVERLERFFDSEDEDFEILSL
Apaf1 inhib: inhibitors of human Apaf-1 apoptosome; inhibition, % at 20 µM; AID 489030; reconstituted apoptosome caspase-3 activity, DEVD-Rh110 fluorescence; O14727; 0.71% of 330,000 active; active = inhibition of at least 40% at 20 µM;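 note: plate controls were DMSO wells for no effect and DEVD-CHO caspase inhibitor wells for full effect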
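System – cell-free apoptosome with Apaf-1, procaspase-3 and caspase-9 · Buffer or medium – pH 7.5 Hepes buffer with CHAPS, BSA, DTT · Also added – cytochrome c with DEVD-Rh110 · Times – 30 min compound preincubation, 50 min activation, room temperature · Technique – Rh110 fluorescence intensity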
tim10-1 inh: inhibits growth of tim10-1 mutant yeast; 2.2% of 330,000 active; inhibition, % at 20 µM; S. cerevisiae tim10-1 ts strain growth, BacTiter-Glo, 24 h; AID 463190;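 active = inhibition of at least 40%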;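 note: mutant grown at 25 °C; 0% = DMSO wells with yeast and 100% = wells holding no yeast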
* hit, by the source's call.

SMILES	mIAP block	mIAP activ	hIAP block	hIAP act	NALP3 yeast inh	TIM10 inh	ATG4B inhibitor	Apaf1 inhib	tim10-1 inh
COc1ccc(C2CC(c3ccccc3)=NN2C(=O)COC(=O)c2cc(S(=O)(=O)N3CCOCC3)ccc2F)cc1 (centres undefined)	12	0.89	-19	1.2	9	10	30	9	15
Cc1cc(C(=O)N/N=C/c2cccs2)no1	-4	1	-1	1	19	19	3	8	6
Cc1cccn2c(=O)c(/C=C(\C#N)C(=O)NCc3ccccc3)c(N3CCC(C(N)=O)CC3)nc12	-2	1	23	0.77	15	-1	2	-11	-2
Cc1cc(Cl)ccc1Oc1cccc(C(=O)/C(C#N)=C/N(C)C)c1	16	0.84	-20	1.2	15	17	30	1	21
CCCCCNC(=O)C1c2ccccc2Oc2ccccc21	-6	1.1	-3	1	4	6	1	-2	-10
COc1ccc(S(=O)(=O)Nc2ccccc2C(=O)NCc2cccnc2)cc1C	2	0.98	8	0.93	23	16	-3	4	11
CC1(C)CC(=O)C2=C(C1)N(Cc1cccnc1)C(=O)C2(NC(=O)c1cccnc1)C(F)(F)F (centres undefined)	12	0.88	-6	1.1	-1	14	-3	-8	10
Cc1nc2ccccn2c(=O)c1NC(=O)c1cccs1	4	0.96	-10	1.1	21	2	5	-4	-22
Cc1cc(C)nc(NS(=O)(=O)c2ccc(NC(=O)C3CC(=O)N(c4ccccc4)C3)cc2)n1 (centres undefined)	11	0.89	0	1	10	14	-3	-11	15
COc1ccc(CN(C(=S)Nc2ccccc2)C2CC(=O)N(c3ccc(F)cc3)C2=O)cc1 (centres undefined)	-2	1	-7	1.1	-4	2	-16	10	-2
Cc1cccc2sc(NNC(=O)c3ccc(S(=O)(=O)N4CCc5ccccc5C4)cc3)nc12	17	0.83	-22	1.2	10	-31	-3	6	-3
CC(NC(=O)NCC1CCCO1)(C(F)(F)F)C(F)(F)F (centres undefined)	-12	1.1	-7	1.1	1	1	-3	1	-21
CC(C)(C)c1nc(CN2CCOCC2)ccc1O	9	0.91	8	0.92	6	-2	-8	-1	12
Cn1c(N)c(C(=O)COC(=O)CSc2ccccc2)c(=O)n(C)c1=O	3	0.97	-4	1	-4	-6	-10	3	5
COc1ccc(/C=N/NC(=O)c2cccc([N+](=O)[O-])c2)cc1O	-7	1.1	8	0.92	6	-12	11	6	-21
COc1ccc(-c2cc(CNS(=O)(=O)c3ccc(F)cc3)on2)cc1	-1	1	12	0.89	11	-23	-7	15	10
Cc1ccc(C(=O)CSc2nnc(-c3ccncc3)n2C)cc1	0	1	-12	1.1	34	-2	5	-10	2
Cc1ccc(CNS(=O)(=O)c2cc3c(cc2C)NC(=O)CO3)cc1	-13	1.1	-8	1.1	8	0	-23	-3	23
CSc1ccccc1NC(=O)COC(=O)CCc1ccccc1	0	1	5	0.95	18	6	-1	11	3
CCCCN1C(=O)C(NC(=O)C2CC2)(C(F)(F)F)C2=C1CC(C)(C)CC2=O (centres undefined)	9	0.91	-2	1	9	9	-1	-5	16

Sorted by SMILES length (rising): some entries from above.
SMILES	mIAP block	mIAP activ	hIAP block	hIAP act	NALP3 yeast inh	TIM10 inh	ATG4B inhibitor	Apaf1 inhib	tim10-1 inh
CC(C)(C)c1nc(CN2CCOCC2)ccc1O	9	0.91	8	0.92	6	-2	-8	-1	12
CCCCCNC(=O)C1c2ccccc2Oc2ccccc21	-6	1.1	-3	1	4	6	1	-2	-10
Cc1nc2ccccn2c(=O)c1NC(=O)c1cccs1	4	0.96	-10	1.1	21	2	5	-4	-22
CSc1ccccc1NC(=O)COC(=O)CCc1ccccc1	0	1	5	0.95	18	6	-1	11	3
Cc1ccc(C(=O)CSc2nnc(-c3ccncc3)n2C)cc1	0	1	-12	1.1	34	-2	5	-10	2
Cc1ccc(CNS(=O)(=O)c2cc3c(cc2C)NC(=O)CO3)cc1	-13	1.1	-8	1.1	8	0	-23	-3	23
COc1ccc(-c2cc(CNS(=O)(=O)c3ccc(F)cc3)on2)cc1	-1	1	12	0.89	11	-23	-7	15	10
Cn1c(N)c(C(=O)COC(=O)CSc2ccccc2)c(=O)n(C)c1=O	3	0.97	-4	1	-4	-6	-10	3	5
COc1ccc(/C=N/NC(=O)c2cccc([N+](=O)[O-])c2)cc1O	-7	1.1	8	0.92	6	-12	11	6	-21
CCCCN1C(=O)C(NC(=O)C2CC2)(C(F)(F)F)C2=C1CC(C)(C)CC2=O (centres undefined)	9	0.91	-2	1	9	9	-1	-5	16
Cc1cccc2sc(NNC(=O)c3ccc(S(=O)(=O)N4CCc5ccccc5C4)cc3)nc12	17	0.83	-22	1.2	10	-31	-3	6	-3
Cc1cc(C)nc(NS(=O)(=O)c2ccc(NC(=O)C3CC(=O)N(c4ccccc4)C3)cc2)n1 (centres undefined)	11	0.89	0	1	10	14	-3	-11	15
CC1(C)CC(=O)C2=C(C1)N(Cc1cccnc1)C(=O)C2(NC(=O)c1cccnc1)C(F)(F)F (centres undefined)	12	0.88	-6	1.1	-1	14	-3	-8	10

Additional entries.
SMILES	mIAP block	mIAP activ	hIAP block	hIAP act	NALP3 yeast inh	TIM10 inh	ATG4B inhibitor	Apaf1 inhib	tim10-1 inh
CCOC(CNC(=O)C(=O)Nc1cc2c3c(c1)CC(=O)N3CCC2)OCC	8	0.92	-12	1.1	14	4	6	-5	-19
COc1c2c(nc3occc13)C(CC=C(C)C)(OC)C(=O)C=C2 (centres undefined)	8	0.92	8	0.92	14	13	0	-19	22
Cc1onc(C(=O)N2CCN(Cc3ccccc3)CC2)c1[N+](=O)[O-]	14	0.86	-3	1	5	2	-4	-7	3
CN(C(=O)Cn1cccc1C1=NC(c2ccccc2)CO1)c1ccccc1 (centres undefined)	5	0.95	38*	0.62	-9	21	1	9	42*
O=c1n(Cc2ccc(F)cc2)nc2n1-c1ccccc1SC2	1	0.99	8	0.92	26	1	34	2	2
COc1ccc(CNC(=O)CCSCc2cccc(Cl)c2)c(OC)c1	-1	1	-6	1.1	21	14	-1	9	13
O=C(Cn1nnc(-c2ccccc2)n1)OCc1ccccc1	-2	1	15	0.85	-7	0	-9	13	25
CCOC(=O)N1CCN(C(=O)CN(c2cccc(C(F)(F)F)c2)S(C)(=O)=O)CC1	1	0.99	13	0.87	-3	10	-1	-1	9
COc1cc(S(=O)(=O)N2CCCN(C)CC2)ccc1NC(C)=O	5	0.95	23	0.77	4	8	-19	3	-4
Cc1cc(=O)oc2cc(OCC(=O)OCC(=O)Nc3ccc(C(C)C)cc3)ccc12	8	0.92	-24	1.2	3	9	-27	-7	20
CNCc1ccccc1Sc1cccc2ccccc12	0	1	15	0.85	6	35	3	-1	41*
O=C(Nc1ccc(C(=O)O)cc1)Nc1cccc2ccccc12	-2	1	-13	1.1	5	16	-13	5	15
COc1cc(C2NC(=O)NC(C)=C2C(=O)OC(C)(C)C)ccc1OCC(=O)O (centres undefined)	0	1	-1	1	0	9	-5	-12	5
CCN(CC)CCn1c(NCc2cc(OC)ccc2OC)nc2ccccc21	-2	1	3	0.97	1	-6	6	3	9
COc1cccc(CNC(=O)Cn2cccc2C(=O)c2ccccc2C)c1	2	0.98	8	0.92	5	-1	13	11	25
COc1ccc(/C=N/n2cnnc2SCc2ccc(OC)cc2)cc1	-2	1	4	0.96	1	-1	-16	16	17
Cc1ccc(CCNC(=O)c2cc(-c3ccncc3)nc3ccccc23)cc1	4	0.96	6	0.94	18	10	-14	7	19
Cc1ccc(NC(=O)C2CCCC2)cc1Cl	-12	1.1	-17	1.2	17	12	-7	-4	-11
CCCCn1c(SCC(N)=O)nc2ccc(N3CCOCC3)cc2c1=O	12	0.88	4	0.96	14	-15	15	14	25
O=C(CCCc1cccs1)Nc1nc2c(s1)CCCC2	6	0.94	4	0.95	11	7	-5	10	23
Cc1ccc(C)c(S(=O)(=O)N2CCN(CC(=O)NC(=O)NCc3ccccc3)CC2)c1	-5	1	10	0.9	-3	14	-21	19	10
COc1cccc(-c2csc(N3CCN(C(=S)Nc4cccc(Cl)c4)CC3)n2)c1	-13	1.1	8	0.92	27	-2	-22	-1	5
O=C(Oc1ccc(C(=S)N2CCOCC2)cc1Cl)c1ccccc1F	-4	1	15	0.85	21	21	11	11	24
COc1ccccc1C(=O)NCCC(=O)NC1CCCC(C)C1C (centres undefined)	3	0.97	4	0.96	12	10	1	-7	14
COc1ccc(F)cc1S(=O)(=O)N1CC(C)CC(C)C1 (centres undefined)	-8	1.1	-9	1.1	-20	-3	-7	0	25
CC(=O)N/C(=C\c1ccccc1)C(=O)OCC(=O)Nc1ccc(C)c(S(=O)(=O)N(C)C)c1	-1	1	0	1	2	4	-1	-5	11
CCOC(=O)C(C#N)(Cc1cc(OC)cc(OC)c1)Cc1cc(OC)cc(OC)c1	13	0.87	8	0.92	14	-4	-18	9	11
O=C(CNC(=O)c1ccc(Br)o1)NNC(=O)c1ccccc1O	26	0.74	-62	1.6	11	2	-3	-5	-7
CN(CCOc1ccccc1)c1ccc(S(=O)(=O)N2CCCCC2)cn1	-12	1.1	-19	1.2	55*	-5	-8	22	24
O=C(Nc1c(-c2ccccc2)nc2ccccn12)c1cccs1	4	0.96	11	0.89	3	4	1	-4	3
CCCC(C)NC(=O)CN1C(=O)c2cccc3cccc1c23 (centres undefined)	9	0.91	-12	1.1	26	-2	-8	4	0
CCCCC(=O)NNC(=S)NC(=O)c1ccc([N+](=O)[O-])cc1	17	0.83	-36	1.4	17	-3	-2	2	-4
CCC(CC)C(=O)Nc1cc([N+](=O)[O-])ccc1Cl	-1	1	1	0.99	4	2	-3	2	3
CC12CCC(=O)N1C(C(=O)Nc1ccc(S(=O)(=O)N3CCCCC3)cc1)CS2 (centres undefined)	9	0.91	-16	1.2	6	21	-16	4	11
Cc1ccc(S(=O)(=O)N2CCN(C(=O)COc3ccc(Br)cc3)CC2)cc1	-1	1	4	0.96	1	-6	-9	14	15
COc1ccc(Br)c(OC)c1C(=O)NC(=O)Nc1c(F)cccc1F	0	1	-3	1	14	24	-8	6	19
COc1ccc(C2(CCN=Cc3ccc(N(C)C)cc3)CCOC(C)(C)C2)cc1 (centres undefined)	3	0.97	-9	1.1	9	-10	2	-9	3
CN(CC(=O)Nc1ccccc1Br)C(=O)c1cccn1C	-5	1	-3	1	19	-8	6	16	-20
CCOc1ccc(C2/C(=C(/O)c3ccc(OC)cc3)C(=O)C(=O)N2c2cc(C)on2)cc1OC (centres undefined)	-3	1	-6	1.1	-3	6	-17	3	3
CCC(C)(C)NC(=O)C(c1ccc(OC)cc1)N(C(=O)CCC(=O)Nc1cc(C)on1)c1ccc(F)cc1 (centres undefined)	-8	1.1	-13	1.1	25	7	-5	5	-4

High-throughput results deposited in PubChem by Sanford-Burnham Center for Chemical Genomics.
